Screening results: PubChem, several laboratories
Rac1 GTP hydrolysis: MgcRacGAP GTPase-activating activity inhibitors, confirmation, biochemical, ADP Hunter fluorescence; MgcRacGAP-stimulated Rac1 GTP hydrolysis, ADP Hunter fluorescence; higher % means a stronger effect; GST-tagged Rac1 F28L mutant substrate; inhibition, % at 30 µM, or IC50 in µM where a hit was titrated; actives 0.6% (n = 340,000);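 active = first-screen hits whose inhibition reached a set limit at any dose in the follow-up dose series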;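 also: fluorescence reports GDP produced by GAP-driven GTP hydrolysis; strong numbers were not always called active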
T cell modulator: T cell immune modulators affecting CD8 T cell-vesicle binding. 2C CD8+ T cell-vesicle binding, flow cytometry; active compounds read low. calls only at 7 µM. actives 0.068% (n = 330,000). AID 2052;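 active = response, share of CD8 T cells binding vesicles, and their 90th percentile fluorescence all below set limits, cut at about 80% in these data, passing the limit was not always enough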
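Test system: purified 2C TCR transgenic mouse naive CD8+ T cells. Probe or stimulus: QL9-peptide-loaded Drosophila micro-vesicles bearing Ld, ICAM-1 and B7-1. Incubation: binding step 1.5 h, 37 °C, antibody labelling 20 min, ice. Measured by: flow cytometry of vesicle-bound cells.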
NTR1 agonist: NTR1-driven beta-arrestin-GFP spot formation – imaging, U2OS cells, high content, primary screen (AID 493036). P30989. agonist mode. activation, % at 20 µM. actives 0.17% (n = 330,000);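 active = activation at or above 40% of the spot to cytoplasm intensity ratio, with at least 20 cells analyzed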;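 also: 0% = DMSO without peptide and 100% = 100 nM NTR1 peptide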
Target sequence (P30989 whole entry, looked up): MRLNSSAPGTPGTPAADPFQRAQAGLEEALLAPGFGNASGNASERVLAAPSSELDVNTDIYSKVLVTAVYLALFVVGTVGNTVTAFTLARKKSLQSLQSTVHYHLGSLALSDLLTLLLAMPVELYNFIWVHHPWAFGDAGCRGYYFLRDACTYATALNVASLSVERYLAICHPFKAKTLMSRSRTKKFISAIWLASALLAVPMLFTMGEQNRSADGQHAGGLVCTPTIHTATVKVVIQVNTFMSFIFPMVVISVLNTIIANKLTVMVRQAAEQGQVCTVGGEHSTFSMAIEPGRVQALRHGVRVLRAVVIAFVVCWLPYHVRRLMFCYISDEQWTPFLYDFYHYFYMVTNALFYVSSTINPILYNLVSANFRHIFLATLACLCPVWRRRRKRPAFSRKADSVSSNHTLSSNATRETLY
Large T inhibition: SV40 large T antigen inhibitors, biochemical (AID 1903). SV40 large T antigen ATPase/helicase inhibition assay; higher % means a stronger effect. actives 0.39% (n = 310,000). inhibition, % at 20 µM, or IC50 in µM where a hit was titrated; in the data active = a potency from the dose series; also: strong numbers were not always called active
T cell modulator vesicle-bound %: recorded beside T cell modulator, whose call it bears; double positive events, %; measured here: CD8+ vesicle-bound cell fraction;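 binding gate set so that unloaded-vesicle control wells show 10% double positive cells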
NTR1 agonist cell count 20 µM: also measured in NTR1 agonist; calls as there; cell count; measured here: cell count, cytotoxicity flag
An asterisk follows results filed as active; i = inactive; . = not tested or not shown. These rows are one share of the data (hit frequency here may not be typical).

Sample of the layout, 14 compounds:
SMILES	Rac1 GTP hydrolysis	T cell modulator	NTR1 agonist	NTR1 agonist cell count 20 µM	Large T inhibition	others
CCOC(=O)C1=CN(Cc2cccc(F)c2)S(=O)(=O)N(CC)C1c1cccc(OC)c1 (stereo not given)	6%	.	1.8	60	.
CCOC(=O)C1=CN(Cc2cccc(F)c2)S(=O)(=O)NC1c1cccc(OC)c1 (stereo not given)	-1%	.	3.9	59	.
CC(OC(=O)c1ccccc1C(=O)N(C)Cc1ccccc1)C(=O)NC1(C#N)CCCCC1 (stereo not given)	7%	.	-0.9	56	.
COC(=O)[C@H](C(C)C)N(Cc1ccccc1)S(=O)(=O)CCNC1CCCC1	1%	.	0.2	42	.
O=C(/C=C/c1ccccc1)Nc1cc(S(=O)(=O)N2CCOCC2)ccc1N1CCOCC1	-11%	.	0.5	59	.
O=C(Cc1ccc(F)cc1)N[C@@H]1c2ccccc2CC[C@H]1OCc1ccccc1	6%	.	2.5	60	.
COC(=O)[C@@]1(C)[C@H]2C(=O)N(Cc3ccccc3)C(=O)[C@H]2[C@H]2CN=C(SCc3ccccc3)N21	10%	.	0.4	47	.
O=C(CCCn1c(=O)oc2ccccc21)Nc1ccccc1	7%	.	1.7	60	.
COc1ccc2[nH]c3c(c2c1)CCN1C(=O)C(CC(=O)NCc2ccc(OC)c(OC)c2)C[C@H](C(=O)N2CCOCC2)[C@@]31CCC1CCCC1 (stereo not given in full)	4%	.	1.2	51	.
COc1ccc(-c2nc(NC(=O)c3c(C)noc3C)sc2C)cc1	8%	.	0.8	71	.
COc1ccccc1CNCCS(=O)(=O)NN1CCOCC1	24%	.	-1.6	56	.
O=C(CCNC(=O)c1ccc(Br)cc1)Nc1nc2ccccc2[nH]1	10%	.	0.0	85	.
COc1ccc(-c2c(-c3ccsc3)oc3ccc(N4CCOCC4)cc23)cn1	5%	.	7.6	63	4%
CC1(c2nnc(Cc3ccccc3)o2)CC(c2ccncc2)=NO1 (stereo not given)	0%	.	1.1	61	5%

Main list, from the start:
SMILES	Rac1 GTP hydrolysis	T cell modulator	NTR1 agonist	NTR1 agonist cell count 20 µM	Large T inhibition	others
CCOC(=O)C1=CN(Cc2cccc(F)c2)S(=O)(=O)N(CC)C1c1cccc(OC)c1 (stereo not given)	6%	.	1.8	60	.
CCOC(=O)C1=CN(Cc2cccc(F)c2)S(=O)(=O)NC1c1cccc(OC)c1 (stereo not given)	-1%	.	3.9	59	.
CC(OC(=O)c1ccccc1C(=O)N(C)Cc1ccccc1)C(=O)NC1(C#N)CCCCC1 (stereo not given)	7%	.	-0.9	56	.
COC(=O)[C@H](C(C)C)N(Cc1ccccc1)S(=O)(=O)CCNC1CCCC1	1%	.	0.2	42	.
O=C(/C=C/c1ccccc1)Nc1cc(S(=O)(=O)N2CCOCC2)ccc1N1CCOCC1	-11%	.	0.5	59	.
O=C(Cc1ccc(F)cc1)N[C@@H]1c2ccccc2CC[C@H]1OCc1ccccc1	6%	.	2.5	60	.
COC(=O)[C@@]1(C)[C@H]2C(=O)N(Cc3ccccc3)C(=O)[C@H]2[C@H]2CN=C(SCc3ccccc3)N21	10%	.	0.4	47	.
O=C(CCCn1c(=O)oc2ccccc21)Nc1ccccc1	7%	.	1.7	60	.
COc1ccc2[nH]c3c(c2c1)CCN1C(=O)C(CC(=O)NCc2ccc(OC)c(OC)c2)C[C@H](C(=O)N2CCOCC2)[C@@]31CCC1CCCC1 (stereo not given in full)	4%	.	1.2	51	.
COc1ccc(-c2nc(NC(=O)c3c(C)noc3C)sc2C)cc1	8%	.	0.8	71	.
COc1ccccc1CNCCS(=O)(=O)NN1CCOCC1	24%	.	-1.6	56	.
O=C(CCNC(=O)c1ccc(Br)cc1)Nc1nc2ccccc2[nH]1	10%	.	0.0	85	.
COc1ccc(-c2c(-c3ccsc3)oc3ccc(N4CCOCC4)cc23)cn1	5%	.	7.6	63	4%
CC1(c2nnc(Cc3ccccc3)o2)CC(c2ccncc2)=NO1 (stereo not given)	0%	.	1.1	61	5%
COC(=O)CCC(=O)OC1(C)C(=O)C2=CN(CCc3ccccn3)C(c3ccc(OC)cc3)=CC2=C(Br)C1=O (stereo not given)	8%	.	1.8	78	21%
CCCC[C@@H]1CCCO[C@@](C(=O)NCc2ccc(C)o2)(C(F)(F)F)C1	6%	.	3.7	49	15%
CCOC(=O)[C@H]1[C@H]2COc3ccc(C)cc3[C@@H]2N2C(=O)c3cc(F)c(F)cc3NC(=O)[C@@]12C	9%	.	-2.4	89	3%
C=CCOC(=O)C1=C[C@@H](c2ccc(C(F)(F)F)cc2)C[C@@H](OCCCCO)O1	5%	.	1.0	53	21%
C#Cc1ccc([C@H]2C=C(C(=O)O)O[C@@H](OCCCCO)C2)cc1	8%	.	-0.7	73	15%
CON(C)c1nc(C2CCCCC2)c2cc(C)ccc2n1	15%	.	3.9	55	-2%
COc1ccc(C2=CC(=O)CCC2)cc1	4%	.	-1.4	60	15%
COC(C[C@H]1O[C@H]1C(=O)[C@H](C)OCc1ccccc1)OC	14%	.	-0.7	52	5%
COC(C[C@H](O)CC(=O)[C@@H](C)OCc1ccccc1)OC	16%	.	2.4	50	3%
CCOC(=O)[C@H]1[C@H]2COc3ccc(Br)cc3[C@@H]2N2C(=O)c3cc(F)c(F)cc3NC(=O)[C@@]12C	5%	.	-2.7	85	9%
CC1(c2nnc(-c3cccc(Cl)c3)o2)CC(c2ccc(F)cc2)=NO1 (stereo not given)	11%	.	1.7	42	-2%
Cc1cc2nc3n(c2cc1C)CC1CC(C(=O)NCCC(C)C)N(C)C31 (stereo not given)	6%	.	-0.3	42	4%
O=C(NCC1CC1)c1onc(CSc2ccc(F)cc2)c1C(=O)NCC1CC1	3%	.	-1.7	83	2%
CCN1C(=O)[C@H]2[C@@H](c3ccc(-c4ccc(C(C)=O)cc4)cc3)N3CCCC[C@@]3(C(=O)OC)[C@H]2C1=O	3%	.	6.3	56	6%
COC(=O)[C@@]12CCCN1[C@H](c1ccc(-c3ccc4c(c3)OCO4)c(OC)c1)[C@H]1C(=O)N(C)C(=O)[C@H]12	3%	.	-2.9	80	1%
CC(C)(C)OC(=O)N1CCC(Cc2cc(-c3cccnc3)no2)(C(=O)O)CC1	6%	.	0.2	65	2%
OCc1cc(-c2ccccn2)no1	8%	.	1.3	69	16%
O=C(NC1CC1)C1=C[C@H](c2coc3ccccc3c2=O)C[C@H](OCc2ccc(CO)cc2)O1	3%	.	-1.7	54	4%
COC(=O)CCCC1=CC2=CC(=O)C(C)(OC(=O)c3cccs3)C(=O)C2=CN1c1ccccc1 (stereo not given)	11%	.	-0.1	74	26%
COC(=O)C1N[C@@H]([C@@H](NC(=O)COc2ccccc2)C(=O)NCc2ccsc2)SC1(C)C (stereo not given in full)	-3%	.	-0.1	71	5%
O=C1CC2(CCCCCC2)Oc2ccccc21	11%	.	1.6	49	-1%
CCCCC1CCCOC(C(=O)NCCNCCO)(C(F)(F)F)C1 (stereo not given)	9%	.	0.7	69	21%
CCOC(=O)[C@H]1[C@H]2COc3ccc(Cl)cc3[C@@H]2N2C(=O)c3ccccc3NC(=O)[C@@]12C	1%	.	5.6	51	5%
C=CC[C@@H](Cc1ccc(F)cc1)C(=O)OC[C@H]1CCCN1C(=O)[C@H](CC=C)CC(=O)NCCO	4%	i	-0.2	54	.	T cell modulator vesicle-bound %=33
CS(=O)(=O)c1cccc(C(=O)OCC(=O)NC(=O)Nc2ccccc2F)c1	2%	i	3.9	60	.	T cell modulator vesicle-bound %=39
Cc1ccc(Cn2nc(C)c(C(=O)NCC(c3ccc(F)cc3)N3CCOCC3)c2Cl)cc1 (stereo not given)	4%	i	1.2	54	.	T cell modulator vesicle-bound %=24
NS(=O)(=O)c1ccc(CNC(=O)c2ccc(S(=O)(=O)NCc3ccco3)cc2)cc1	10%	i	-2.9	53	.	T cell modulator vesicle-bound %=49
O=C(Cn1cc(C(F)(F)F)ccc1=O)N1CCCc2ccccc21	-1%	i	0.6	63	.	T cell modulator vesicle-bound %=24
Clc1ccc(-c2cnnc(-c3ccccn3)n2)cc1	7%	i	5.8	60	.	T cell modulator vesicle-bound %=14
CC1(C)CC2CC(C)(CN2C(=O)COC(=O)c2cncc(Br)c2)C1 (stereo not given)	2%	i	1.2	56	.	T cell modulator vesicle-bound %=50
